Compound activity deposited in PubChem by National Center for Advancing Translational Sciences (NCATS).
BRCT PPI red: qHTS Assay for Inhibitors of BRCT-Phosphoprotein Interaction (Red Fluorophore); BRCT-phosphopeptide binding, red fluorescence polarization; Potency, µM (doses to about 76.9 µM), inactives show top-dose activity change, negative = inhibition, actives largely listed as inhibitors; 0.03% of 75,000 active; AID 892, 2007; note: % is set by controls: 0 for no effect and ±100 for the full control effect
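Rhodamine-labelled pBACH1 10-mer (100 nM) bound to BRCT domain (100 nM) at pH 7.3; compounds incubated 12 min room temperature, polarization read. Free peptide defines full inhibition; unlabelled decapeptide titrated as control.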
USP2a inhib: qHTS Assay for Inhibitors of Ubiquitin-specific Protease USP2a; Ubiquitin carboxyl-terminal hydrolase 2 (Homo sapiens), O75604; USP2a enzymatic assay, qHTS inhibition; Potency, µM (highest dose often 38.3 µM), without a hit: at the top dose activity change, negative = inhibition, usual class: inhibitors; 0.1% of 60,000 active; AID 927, 2007;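 note: potency is the fitted concentration of half-maximal effect; nearly all actives have a fitted effect of over 60% in size; plate controls were DMSO for no effect and NEM full inhibition control for full effect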
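Coupled readout: USP2-cleaved Ub-PLA2 (20nM final) turns over NBD C6-HPC (20uM final), Ex 460nm/Em 535nm after 2.5 h, time-zero read flagging artifacts. Enzyme (20nM final, pH 8.0 Tris) given 30 min RT with compound first; NEM defines full inhibition.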
Fluorescein autfl: qHTS Assay for Spectroscopic Profiling in Fluorescein Spectral Region; Compound autofluorescence, 480/540 nm, fluorescein-equivalent; active compounds read high; 0.91% of 59,000 active; max fluorescein-equivalent concentration, M; in the data active = max fluorescein-equivalent concentration above about 10 nM; inconclusive = between about 1.1 nM and that limit
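Spectral profiling of library compounds in the fluorescein window (480 nm excitation, 540 nm emission) after 15 min at room temperature in pH 8.0 Tris (100 mM). Values are dye-equivalent concentrations.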
Caspase-1 inhib: qHTS Assay for Allosteric/Competitive Inhibitors of Caspase-1; Caspase-1 enzyme, Ac-WEHD-AFC fluorogenic rate; 0.03% of 75,000 active; P29466; Potency, µM (series often up to 57.5 µM), for the others: top-dose activity change, negative = inhibition, actives largely listed as inhibitors;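 note: potency is the fitted concentration of half-maximal effect; plate controls were vehicle for no effect and no substrate for full effect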
Target sequence (P29466 120-297 limits assumed): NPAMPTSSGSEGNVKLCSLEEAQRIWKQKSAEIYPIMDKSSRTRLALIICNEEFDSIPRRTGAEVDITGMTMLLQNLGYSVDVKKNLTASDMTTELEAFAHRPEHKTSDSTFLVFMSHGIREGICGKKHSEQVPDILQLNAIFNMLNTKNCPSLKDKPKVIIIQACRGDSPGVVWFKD
Target sequence (P29466 317-404 limits assumed): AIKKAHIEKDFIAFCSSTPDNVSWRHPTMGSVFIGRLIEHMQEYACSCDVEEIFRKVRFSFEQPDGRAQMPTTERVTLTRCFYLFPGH
A350 fluor: qHTS Assay for Spectroscopic Profiling in A350 Spectral Region. Compound autofluorescence, 340/450 nm, Alexa 350 dye-equivalents; active compounds read high. max dye-equivalent concentration, M. 11% of 59,000 active. AID 590, 2007; in the data active = max dye-equivalent concentration above about 10 nM; inconclusive = mostly about 1.1 nM to 9.6 nM
HEK293 cAMP ctrl: qHTS Assay for Agonists of the Thyroid Stimulating Hormone Receptor: Activators of Intracellular cAMP Concentrations in Parental HEK 293. parental HEK293 CNG cAMP sensor, membrane potential fluorescence. 2.5% of 73,000 active. Potency, µM (highest dose often 57.1 µM), inactives show top-dose activation, most hits filed as activators; note: potency is the fitted concentration of half-maximal effect; % of control where 0% means no effect; nearly all actives have a fitted effect of over 55% in size
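Parental HEK 293 cells stably expressing a cAMP-gated CNG channel were loaded with membrane potential dye containing 100 uM RO 20-1724 for 60 min. Compound added for 30 min; depolarization read as fluorescence intensity at 590 nm.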
4-MU autofl: qHTS Assay for Spectroscopic Profiling in 4-MU Spectral Region | AID 589, 2007 | 11% of 59,000 active | max dye-equivalent concentration, M | compound autofluorescence, 340/450 nm, 4-MU equivalents; active compounds read high; in the data active = max dye-equivalent concentration above about 10 nM; inconclusive = mostly about 1.1 nM to 9.6 nM
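Intrinsic fluorescence at 340/450 nm (ex/em) was read after 15 min at room temperature in pH 8.0, 100 mM Tris. Each compound concentration expressed as 4-MU-equivalent concentration from a six-point 4-MU standard series on each plate.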
Casp7 inh: qHTS Assay for Allosteric/Competitive Inhibitors of Caspase-7 | P55210 | Potency, µM (titrated, usually from 57.5 µM), inactives show top-dose activity change, negative = inhibition, usual class: inhibitors | recombinant caspase-7, Ac-DEVD-AFC fluorescence rate | 0.02% of 75,000 active; active = well fitted inhibition curve with a large enough effect in the main read-out, with a control signal flat, not every such curve was filed as active; inconclusive = small, poorly fitted or top-dose-only effect, or a change in a side signal; note: potency is the fitted concentration of half-maximal effect; % of control where 0% means no effect
Target sequence (P55210 24-198 limits assumed): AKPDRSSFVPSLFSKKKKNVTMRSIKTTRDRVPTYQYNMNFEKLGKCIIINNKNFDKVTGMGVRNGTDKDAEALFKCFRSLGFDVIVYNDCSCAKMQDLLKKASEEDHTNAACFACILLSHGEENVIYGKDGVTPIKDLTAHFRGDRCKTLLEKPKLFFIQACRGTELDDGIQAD
Target sequence (P55210 207-303 limits assumed): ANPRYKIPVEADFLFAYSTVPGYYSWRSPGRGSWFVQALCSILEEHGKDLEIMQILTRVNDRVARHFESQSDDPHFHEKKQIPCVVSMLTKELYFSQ
Texas Red fluor: qHTS Assay for Spectroscopic Profiling in Texas Red Spectral Region; Compound fluorescence, Texas Red channel, 547/618 nm; active compounds read high; max dye-equivalent concentration, M; 0.06% of 59,000 active; AID 587, 2007; in the data active = max dye-equivalent concentration above about 10 nM; inconclusive = between about 1.1 nM and that limit
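Compound fluorescence was read after 15 min at room temperature in 100 mM Tris, pH 8.0, using 547 nm excitation and 618 nm emission across a concentration series. It was expressed as Texas Red dye-equivalent concentration from an on-plate standard curve.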
BRCT PPI green: qHTS Assay for Inhibitors of BRCT-Phosphoprotein Interaction (Green Fluorophore); 0.05% of 75,000 active; Potency, µM (doses to about 76.9 µM), without a hit: at the highest dose activity change, negative = inhibition, hits mostly inhibitors; BRCA1 BRCT-phosphopeptide binding, green fluorescence polarization; Breast cancer type 1 susceptibility protein (Homo sapiens), P38398;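 note: potency is the fitted concentration of half-maximal effect; plate controls were peptide without protein for full effect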
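Compounds were incubated for 12 min at room temperature with a complex of 100 nM fluorescein-tagged pBACH1 decapeptide and 250 nM His-tagged BRCT protein. Buffer was phosphate pH 7.3 with EDTA, DTT and Tween 20. Disruption of binding lowers the polarization signal.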
Rhodamine autofl: qHTS Assay for Spectroscopic Profiling in Rhodamine Spectral Region; 0.05% of 59,000 active; AID 594, 2007; Rhodamine-region fluorescence, 547/598 nm, Tris buffer; active compounds read high; max dye-equivalent concentration, M; in the data active = max dye-equivalent concentration above about 11 nM; inconclusive = between about 1.1 nM and that limit
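qHTS spectral profiling of compounds without any target or enzyme present, in pH 8.0 Tris buffer; plates were read after a 15-minute room-temperature incubation using the rhodamine-region filter set.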
* = called active by the depositor; i = inactive; u = inconclusive; x = no result given; & = joins results of further samples; [ ] = another dose, or the depositor's remark. Unless noted, calls come from the whole dose curve; as a rule, active = well fitted curve in the direction sought with a large enough effect; inconclusive = small, poorly fitted or top-dose-only effect, or another doubt; inactive = no such curve, though single readings can be large; an effect the other way counts as inactive or inconclusive. An excerpt; the hit share may differ from the screen's.

SMILES	BRCT PPI red	USP2a inhib	Fluorescein autfl	Caspase-1 inhib	A350 fluor	HEK293 cAMP ctrl	4-MU autofl	Casp7 inh	Texas Red fluor	BRCT PPI green	Rhodamine autofl
CCOC(=O)N1CCN(C(=O)C(C)N(c2ccc(Oc3ccccc3)cc2)S(C)(=O)=O)CC1 (stereo unspecified)	2.1%	7%	x	-3%	x	13%	x	0%	x	-1.4%	x
O=C(CCCn1c(SCC(=O)NCC2CCCO2)nc2ccccc2c1=O)NCC1CCCO1 (stereo unspecified)	0.2%	-6%	i	2%	i	-9%	i	0%	u	0.0%	i
CC(NC(=O)c1cccc(F)c1)C(c1cccs1)N1CCN(C)CC1 (stereo unspecified)	-0.7%	4%	u	1%	i	16%	i	0%	i	-2.8%	i
Cc1noc(C)c1-c1cc(NCCN2CCOCC2)ncn1	0.1%	-5%	i	-2%	i	8%	i	1%	i	0.0%	i
CCN1CCC[C@@H]1CNC(=O)c1c(OC)ccc(I)c1O	x	x	i	x	i	9%	i	x	u	x	i
COc1ccc(NC(=O)c2cncc(Br)c2)c(S(=O)(=O)N2CCOCC2)c1	-1.6%	0%	i	1%	i	-4%	i	-2%	i	-1.8%	i
CC(=O)c1cccc(NC(=O)CN2C(=O)NC3(CCCCCCC3)C2=O)c1	-1.1%	16%	i	2%	i	-7%	i	0%	i	0.1%	i
Cc1c(NS(=O)(=O)c2cccs2)c(=O)n(-c2ccccc2)n1C	0.0%	-4%	i	1%	i	13%	i	1%	i	-2.6%	i
Cc1cc(/C=N/n2cnnc2)c(C)n1-c1ccc(C(=O)O)cc1	-0.9%	-6%	x	0%	x	u	x	-3%	x	-0.9%	x
CCn1nnnc1-c1ccc(OC)c(S(=O)(=O)N2CCCCC2)c1	0.6%	-5%	u	0%	3.7e-08M*	5%	3e-08M*	1%	u	-1.9%	i
O=C(c1ccco1)N1CCC2(CCCN(C(c3ccccc3)c3ccccc3)C2)CC1	0.3%	19%	i	-2%	i	10%	i	-4%	i	2.4%	i
CCOc1ccc(CCN2C(=O)CCC2(C)C(=O)NC(C)CC)cc1OCC (stereo unspecified)	1.5%	5%	i	-1%	i	5%	i	3%	i	-0.2%	i
C/C=C(/C(=C/C)c1ccc(O)cc1)c1ccc(O)cc1	-3.5%	-17%	i	0%	i	x	i	-1%	i	-1.7%[3.08 µM]	i
COc1ccc(S(=O)(=O)Nc2ccccn2)c(C)c1C	0.6%	10%	i	0%	i	3%	i	2%	i	-4.0%	i
CCC1CO1 (stereo unspecified)	0.5%	x	x	-3%	x	5%	x	-1%	x	0.5%	x
O=C(COC(=O)CCS(=O)(=O)c1ccc(Cl)cc1)Nc1ncc(Cl)cc1Cl	-1.2%	19%	u	-4%	3.6e-08M*	1%	1.1e-07M*	-4%	i	-0.7%	i
C=C(C)CN(CC)C(=O)CSc1nc2ncc(Cl)cc2[nH]1	-0.5%	1%	u	1%	u	4%	u	-1%	i	-2.0%	i
CCN1C(=O)[C@H]2[C@H]3[C@H](O)[C@H](O)C/C(=N/OCC(C)C)[C@@H]3CC[C@@H]2C1=O	0.7%[15.4 µM]	x	x	-1%[11.5 µM]	x	-5%[11.4 µM]	x	0%[11.5 µM]	x	-2.1%[15.4 µM]	x
CN(C)C(=O)NCc1ccc(S(N)(=O)=O)cc1	1.9%	1%	i	-1%	i	1%	i	-1%	i	-0.8%	i
Cc1cccc(-n2c(O)c(C=Nc3c(C)n(C)n(-c4ccccc4)c3=O)c3ccccc3c2=O)n1	1.0%	4%	5.7e-08M*	u	1.6e-08M*	-10%	1.9e-08M*	-17%	i	-1.3%	i
CCc1nc(SCC(=O)N2CCC(C)CC2)c2c(=O)n(C)c(=O)n(C)c2n1	0.8%	x	x	-2%	x	u	x	0%	x	-1.7%	x
Cc1ccc(S(=O)(=O)N2CCCCC2)cc1C(=O)Nc1ccc2cn[nH]c2c1	-2.8%	35%[activator]	u	-3%	i	15%	i	1%	i	0.4%	i
CCC(Sc1nccn1C)C(=O)Nc1nnc(C)s1 (stereo unspecified)	-0.5%	x	x	2%	x	1%	x	0%	x	0.7%	x
O=c1cc(N2CCOCC2)oc2c(-c3ccccc3)cccc12	0.3%&-1.5%	5%	u	0%&0%	i	15%&11%	i	-8%&-11%	i	2.5%&-3.9%	i
CCCCn1c2nc3ccccc3nc2c2c(=O)n(C(C)CC)cnc21 (stereo unspecified)	-0.4%	25%	i	-1%	1.4e-06M*	u	1.1e-06M*	-4%	i	-0.9%	i
COc1ccc(-c2nnc3ccc(SC(C(C)=O)C(C)=O)nn23)cc1OC	0.5%	0%	i	2%	i	-7%	i	0%	i	-0.8%	i
O=C(NCc1ccc(N2CCCC2=O)cc1)Nc1ccccc1	0.6%	2%	i	0%	i	2%	i	1%	u	-0.1%	i
CCC(=O)N1CCc2cc(S(=O)(=O)NCCC(=O)N3CC=C(c4ccccc4)CC3)ccc21	-0.4%	54%[activator]	i	1%	i	u	i	-1%	i	4.4%	i
Cc1cccc(N(CC(=O)Nc2c(C)n(C)n(-c3ccccc3)c2=O)S(C)(=O)=O)c1C	-1.6%	7%[7.66 µM]	x	0%	x	-7%[11.4 µM]	x	1%	x	-0.1%	x
CCn1cnc2sc(-c3ccccc3)cc2c1=O	-0.9%	-12%	i	-1%	u	6%	i	0%	i	1.3%	i
Cc1cc(NC(=O)c2cccc(C(=O)Nc3cc(C)on3)n2)no1	-1.0%	16%	i	0%	i	4%	i	0%	i	-1.5%	i
CCOC(=O)Cn1c2c(c(=N)c3ccccc31)CCC2	1.0%	0%	i	-1%	i	-3%	i	1%	i	-2.7%	i
CCCCn1c(CN2CCN(c3cccc(Cl)c3)CC2)nc2c1c(=O)[nH]c(=O)n2C	0.1%	50%[activator]	i	0%	i	u	i	0%	u	-1.0%	i
CCOC(=O)c1ccc(NC(=O)N2CC(C)OC(C)C2)cc1 (stereo unspecified)	-2.0%	4%	i	0%	i	3%	i	0%	u	-0.6%	i
COc1cc(OC)cc(-c2nc3nc(C)c(CCC(=O)O)c(C)n3n2)c1	-4.3%	3%	i	3%	u	2%	i	0%	i	0.0%	i
CC1(C)CC(=O)c2cnc(N3CCc4ccccc4C3)nc2C1	-0.4%	-1%	u	0%	i	9%	i	0%	i	-2.7%	i
Cc1c(C#N)c(SCC(N)=O)nc2c1CCCC2	-1.1%	-5%	u	0%	i	0%	i	7%	i	-0.3%	i
CN(C)C(=O)c1ccc(-c2cncnc2NCCc2cnc[nH]2)cc1	-0.3%	1%	i	-1%	i	3%	i	0%	i	-1.6%	i
O=C(OCC(=O)N(C1CCCCC1)C1CCCCC1)c1cnccn1	-1.5%	1%	u	1%	u	u	u	8%	i	-1.3%	i
N#CNC(N)=Nc1ccc(Cl)cc1	0.6%[15.4 µM]	x	u	-1%[11.5 µM]	i	-3%[11.4 µM]	i	2%[11.5 µM]	i	-1.4%[15.4 µM]	i

Some entries already given, limited to Fluorescein autfl, HEK293 cAMP ctrl and BRCT PPI red:
canonical_smiles | Fluorescein autfl | HEK293 cAMP ctrl | BRCT PPI red
C/C=C(/C(=C/C)c1ccc(O)cc1)c1ccc(O)cc1 | i | x | -3.5%
CCn1cnc2sc(-c3ccccc3)cc2c1=O | i | 6% | -0.9%

(list continues)
SMILES	BRCT PPI red	USP2a inhib	Fluorescein autfl	Caspase-1 inhib	A350 fluor	HEK293 cAMP ctrl	4-MU autofl	Casp7 inh	Texas Red fluor	BRCT PPI green	Rhodamine autofl
Cc1ccc(S(=O)(=O)NC(=O)NCc2ccccn2)cc1	-1.4%	0%	i	-2%	u	-3%	i	0%	u	-2.9%	i
OC(CCCN1CCC(O)(c2ccc(Cl)cc2)CC1)c1ccc(F)cc1 (stereo unspecified)	x	x	i	x	u	x	i	x	i	x	i
CCCCNS(=O)(=O)c1ccc2nc(SCC(=O)Nc3sccc3C#N)[nH]c2c1	0.3%	21%	i	-3%	i	-1%	i	u	i	5.3%	i
COC(=O)c1ccc(C2NC(C(=O)O)CS2)cc1 (stereo unspecified)	x	x	i	x	i	x	i	x	i	x	i
COc1ccccc1N1CCN(CCCCNC(=O)c2ccc3ccccc3c2)CC1	0.4%[34.4 µM]	37%[17.1 µM]	u	3%[25.7 µM]	u	10%[25.6 µM]	u	2%[25.7 µM]	u	0.4%[34.4 µM]	i
Cc1ccccc1NC(=O)c1cnn(-c2ccccc2)c1NC(=O)c1ccco1	0.4%	2%	x	1%	x	5%	x	2%	x	-1.4%	x
CC(=O)Nc1ccc(C2Nc3ccccc3C(=O)N2C2CCCCC2)cc1 (stereo unspecified)	-1.9%	2%	x	-5%	x	0%	x	-4%	x	0.0%	x
CCOc1ccc(CNC23CN4CN(CN(C4)C2)C3)cc1	-0.1%	-3%	i	0%	u	23%	i	1%	u	0.0%	i
